Bioassay records deposited in PubChem by The Scripps Research Institute Molecular Screening Center.
COUP-TFII inh: inhibitors of human COUP-TFII (NR2F2); HEK293T NGFI-A luciferase reporter, luminescence; P24468; inhibition, % at 8.6 µM; hit rate 0.7% among 370,000;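 active = inhibition above a per-plate cutoff, mean inhibition of test wells between control levels plus 3 SD, cut at about 38% in these data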;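 also: cells cotransfected with COUP-TFII expression vector driving the NGFI-A reporter; 0% = median of COUP-TF2 test wells and 100% = reporter-only cells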
Target sequence (P24468 whole entry, looked up): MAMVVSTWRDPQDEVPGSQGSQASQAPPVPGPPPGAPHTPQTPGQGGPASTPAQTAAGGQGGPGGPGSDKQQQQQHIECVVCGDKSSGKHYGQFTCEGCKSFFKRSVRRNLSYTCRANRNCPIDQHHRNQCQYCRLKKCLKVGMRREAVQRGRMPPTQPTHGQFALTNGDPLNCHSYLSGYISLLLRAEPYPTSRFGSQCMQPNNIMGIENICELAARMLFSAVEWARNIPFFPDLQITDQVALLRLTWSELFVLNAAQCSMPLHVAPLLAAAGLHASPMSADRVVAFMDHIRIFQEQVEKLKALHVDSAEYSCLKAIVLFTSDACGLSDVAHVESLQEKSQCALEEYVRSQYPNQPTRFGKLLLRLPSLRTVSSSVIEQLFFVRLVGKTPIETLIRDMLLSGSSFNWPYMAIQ
Numbers without * were called inactive.

COUP-TFII inh,mol
-4.7,COC(=O)C1=C(C)N(Cc2cccc(C(F)(F)F)c2)C(=NCC2CC2)NC1c1cccc(F)c1 (centres undefined)
1.3,CC(=O)C1=C(C)N(Cc2ccc(Cl)cc2)C(=S)NC1c1cccc(Br)c1 (centres undefined)
0.3,C[C@H](CO)N1C[C@H](C)[C@@H](CN(C)C(=O)C2CC2)OCc2cn(nn2)CCCC1=O
-4.4,CC(Sc1nnc(-c2cccnc2)n1-c1ccccc1F)C(=O)N1CCCc2ccccc21 (centres undefined)
91.7*,CC1=CC(=O)C(C(C)C)=C/C1=N\OS(=O)(=O)c1ccc(F)cc1
-8.0,Cc1cc(C)nc(OC(=O)c2ccc(Cl)cc2Cl)n1
-10.6,C[C@@H](CO)N(Cc1cn(Cc2ccccc2)nn1)S(=O)(=O)c1ccccc1Br
8.9,COC(=O)c1cc(=O)nc(NN=C(C)C)s1
5.2,Cc1ccc(Cn2nnc3c2-c2ccccc2S(=O)(=O)N(C)C3)cc1
7.3,Cc1ccc(-c2csc3nc(=O)c(C)nn23)cc1

Next records follow:
COUP-TFII inh,mol
2.2,COC(=O)[C@@]1(Cc2ccc(F)cc2)[C@H]2c3cc(C(=O)N(C)C)n(Cc4ccccc4)c3C[C@H]2CN1C(=O)c1ccccc1
-92.1,CCN(CC)C(=O)CSc1nnc(-c2cccs2)o1
1.4,COC[C@H]1CCCN1c1ccc2c(c1)O[C@H]1CCN(C1)S2(=O)=O
-3.9,CC(=O)Nc1ccc(NC(=O)CSc2nnc(-c3n[nH]c4c3CCC4)n2N)cc1
14.4,O=C(CSc1nnc(-c2ccccc2F)n1Cc1ccco1)Nc1ccccc1-c1ccccc1
-15.9,C[C@H](O)[C@@H]1CN2CCc3c([nH]c4c(-c5ccccc5)cccc34)[C@@H]2C[C@@H]1N(C)C(=O)NC1CCCCC1
2.3,Brc1ccc2nc(-c3ccc(CN4CCC(c5nc6ccccc6[nH]5)CC4)cc3)c(-c3ccccc3)nc2c1
9.8,O=C(COc1ccc(F)cc1Cl)Nc1nnc(-c2ccc(F)c(F)c2)o1
2.0,O=C(CCc1ccccc1)N[C@H]1[C@H](OCc2ccccc2)CCC[C@@]12C(=O)N(Cc1ccccc1)c1ccccc12
0.6,Fc1ccc(-c2ccc3c(n2)CCCN3Cc2ccccc2C(F)(F)F)cc1

Filtered by structure, the compounds so far containing an NH in an aromatic ring (3)
COUP-TFII inh,mol
-3.9,CC(=O)Nc1ccc(NC(=O)CSc2nnc(-c3n[nH]c4c3CCC4)n2N)cc1
-15.9,C[C@H](O)[C@@H]1CN2CCc3c([nH]c4c(-c5ccccc5)cccc34)[C@@H]2C[C@@H]1N(C)C(=O)NC1CCCCC1
2.3,Brc1ccc2nc(-c3ccc(CN4CCC(c5nc6ccccc6[nH]5)CC4)cc3)c(-c3ccccc3)nc2c1

Next part.
COUP-TFII inh,mol
-18.9,Cc1occc1-c1nnc(SCc2cc(=O)n3cc(Br)ccc3n2)n1C
-12.1,CCCCN(C)C(=O)CNc1nnnn1-c1ccccc1
9.5,CC(C)C[C@H]1COc2cc(N3CCCC3)ccc2S(=O)(=O)N1
2.5,CCCCNS(=O)(=O)CC1NCc2ccc(C)cc21 (centres undefined)
8.4,CCOc1ccc(CCNC(=O)Cc2ccccc2)cc1OCC
-26.4,Cc1cccc(CCNC(=O)c2ccc(Sc3ccccc3Cl)c([N+](=O)[O-])c2)c1
1.6,C#CCOCCOCCOCCNc1nc(N2CCN(C(=O)C([C@@H](C)CC)n3cc(C(N)COC(=O)C(F)(F)F)nn3)CC2)nc(N2CCN(C(=O)[C@H](CCC(=O)O)n3cc(C(N)CC(C)C)nn3)CC2)n1 (some centres undefined)
9.0,Cc1ccccc1N1CCN(C(=O)COc2cc(=O)n(C)c3ccccc23)CC1
-4.6,COC(=O)[C@]12C[C@H](CC(=O)N3CCN(C(=O)C4CC4)CC3)C(=O)N(CCc3ccc(OC)c(OC)c3)C1=C[C@H](C1CCCC1)O[C@@H]2C
-24.3,CC(C)C(=O)N1CC[C@H]2[C@H](CCCN2Cc2ccc(F)cc2)C1

(further entries)
COUP-TFII inh,mol
13.7,COC(CNC(=O)[C@H](Cc1ccccc1)NC1(C(=O)NC2CCCCC2)CCCC1)OC
18.9,CCC[C@H]1[C@@H](OC(=O)N2CCCC2)CC[C@@]23CCCN2C(=O)CCC[C@@H]13
14.0,COc1ccc(C2Nc3ccccc3C(=O)N2Cc2cccs2)cc1COc1c(C)cccc1C (centres undefined)
-2.0,COC(=O)[C@]12C[C@H](CC(=O)NCCCN3CCCC3=O)C(=O)N(Cc3ccccc3)C1=C[C@H](COCc1ccccc1)O[C@@H]2C
-4.3,Cc1sc(CO)c(Sc2ccccc2)c1C(=O)O
-3.2,CCCCc1c(-c2ccccc2OC)ncn1Cc1ccc(F)cc1F
0.6,CCCC(=O)OC12CCCN(C1)/C(=C/c1cccc(N(C)C)c1)C2 (centres undefined)
-1.8,O=S(=O)(c1ccc(Cl)s1)N1CCC(c2cn3ccccc3n2)CC1
2.1,C[C@@H]1ON(C)[C@H]2C[C@H]3c4cc(N5CCCCC5)ccc4CCN3C[C@@H]12
-13.2,COC(=O)C1=C(C)N(Cc2cccc(C(F)(F)F)c2)C(=NCc2ccc3c(c2)OCO3)NC1c1cccc(F)c1 (centres undefined)

(cont.)
COUP-TFII inh,mol
-15.8,COc1ccc2c(C(C)c3ccc(N)cc3)cn(C)c2c1 (centres undefined)
-8.4,COc1ccc(-c2c(C(=O)c3ccccc3)[nH]c(N)c2C(=O)NCCc2c[nH]c3ccccc23)cc1
-1.0,COc1cccc(OC[C@@H](O)CN2CCC(C(O)(c3ccccc3)c3ccccc3)CC2)c1
-8.0,C[C@@H]1CN([C@H](C)CO)S(=O)(=O)c2ccc(Br)cc2O[C@H]1CN(C)CC1CCOCC1
-6.0,O=Cc1cscc1[B-](F)(F)F
-0.5,COCCN1C(=O)c2ccccc2C(C(=O)NCCCN2CCCC2)C1c1c[nH]c2ccccc12 (centres undefined)
15.3,CCOc1ccc(/C=N/n2c(-c3n[nH]c4c3CCC4)n[nH]c2=S)cc1
-13.5,COC(=O)C1=C(C)N(Cc2ccccc2C(F)(F)F)C(=NCc2ccc3c(c2)OCO3)NC1c1cccc(F)c1 (centres undefined)
-15.8,O=C(NCc1cccnc1)O[C@H]1CC[C@@]23CCCN2C(=O)CCC[C@H]3C1
-0.5,CCCCOCCCNC(=O)C[C@H]1C[C@@]2(C(=O)OC)C(=C[C@H](C(C)C)O[C@@H]2C2CC2)N(Cc2ccc3c(c2)OCO3)C1=O

Next part:
COUP-TFII inh,mol
28.9,COC(=O)[C@]12C[C@H](CC(=O)NCCc3ccccc3OC)C(=O)N(Cc3cccc4ccccc34)C1=C[C@H](COCc1ccccc1)O[C@@H]2C
-9.1,CCOC(=O)/C=C/c1ccccc1O
-9.3,CCCCCCC/C=C(\C)[C@@H](O)[C@@H](C)C(=O)N1CCC[C@@H]1C(=O)O
23.6,COC(=O)c1cc2c(c3c4ccccc4n(S(=O)(=O)c4ccccc4)c13)C(=O)N(Cc1ccc(C(F)(F)F)cc1)C2
3.9,CC(=O)c1cc(-c2cccc(C#N)c2)c(=O)n2c1CCC2
20.1,CC(=O)N1CCc2cc(S(=O)(=O)NCCC(=O)NCc3ccc(Cl)cc3)ccc21
10.5,O=S1(=O)c2c(cccc2N2CC[C@H](O)C2)O[C@@H]2CCN1C2
-7.8,COC(=O)[C@]12C[C@H](CC(=O)NCCCCc3ccccc3)C(=O)N(Cc3ccc(Cl)cc3Cl)C1=C[C@H](C1CCCC1)O[C@@H]2C
33.4,O=C(NC1CCCCN(Cc2ccc(Cl)cc2)C1=O)c1ccc(-c2ccccc2)cc1 (centres undefined)
3.9,Cc1ccccc1CC1S/C(=N/N=C/c2ccco2)NC1=O (centres undefined)

The list continues:
COUP-TFII inh,mol
6.9,COc1ccc(OC)c(NC(=O)O[C@@H]2CC[C@@]34CCCN3C(=O)CCC[C@H]4C2)c1
9.1,O=C(CSc1nnc(-c2cccnc2)n1Cc1ccco1)Nc1ccc(Cl)cc1
-5.2,COc1ccc(OC)c(CN2C(=O)c3ccnn3CC2(C)c2nnnn2C2CCCC2)c1 (centres undefined)
-23.8,O=C(NC1CCCCC1)OC[C@@H]1CSCCS(=O)(=O)N1
20.2,COc1cccc(CC(=O)N(Cc2ccccc2)c2ccccc2C(=O)Nc2cc(OC)ccc2OC)c1
3.7,O=C(Nc1ccc(Cl)cc1)OC1CCC12CCC(c1ccccc1)CC2 (centres undefined)
-18.3,C[C@@H]1N[C@H]2N(C1=O)c1ccccc1[C@@]21C[C@@H]2C(=O)N[C@](C)(O1)c1nc3ccccc3c(=O)n12
-7.8,Nc1[nH]c(C(=O)c2ccc(Br)cc2)c(-c2cccc3ccccc23)c1C(=O)NCCc1c[nH]c2ccccc12
9.3,Cc1nn(-c2ccccc2)c2sc(C(=O)NC3CCCc4ccccc43)cc12 (centres undefined)
6.9,COc1ccc(CNC(=O)c2c(N)[nH]c(C(=O)c3ccccc3)c2-c2ccc3ccccc3c2)cc1OC

The list continues:
COUP-TFII inh,mol
1.1,Cc1ccc(-n2c(SCC(=O)Nc3ccccc3-c3ccccc3)nnc2-c2ccccc2)cc1
-17.8,N#CCC[C@@H]1CC[C@]2(CCCN(C(=O)C3CCCC3)C2)O1
5.7,COC(=O)[C@]12C[C@H](CC(=O)NCc3ccc(C)o3)C(=O)N(CCC3=CCCCC3)C1=C[C@H](C1CCCC1)O[C@@H]2C
-5.1,CC(C)CN1C(=O)[C@@]2(CC(=O)N(C)C2c2ccccc2)c2cc(-n3cc(C(C)(C)O)nn3)ccc21 (some centres undefined)
7.9,C[C@H](CO)N1C[C@H](C)[C@@H](CN(C)C(=O)Nc2cccc(Oc3ccccn3)c2)OCc2cn(nn2)CCCC1=O
7.2,Cc1cccc(NC(=O)C2CCN(c3nnc(-n4cccc4)s3)CC2)c1C
-4.8,CCOC(=O)[C@]12CCCCC/C=C\1N(CCc1ccc(Cl)cc1)C(=O)[C@H]2CC(=O)NCC1CCCCC1
0.8,Nn1c(SCC(=O)Nc2nccs2)nnc1-c1cc(-c2ccc(Cl)cc2)n[nH]1
0.9,C=CCN1[C@H](CC(C)C)COc2cccc(N3CCSCC3)c2S1(=O)=O
4.3,CN(C)c1ccc(/C=N\NC(=O)c2cccc(S(=O)(=O)N(C)C)c2)cc1

Fetched by structure from the list above (3):
COUP-TFII inh,mol
1.1,Cc1ccc(-n2c(SCC(=O)Nc3ccccc3-c3ccccc3)nnc2-c2ccccc2)cc1
7.9,C[C@H](CO)N1C[C@H](C)[C@@H](CN(C)C(=O)Nc2cccc(Oc3ccccn3)c2)OCc2cn(nn2)CCCC1=O
0.9,C=CCN1[C@H](CC(C)C)COc2cccc(N3CCSCC3)c2S1(=O)=O

The list continues.
COUP-TFII inh,mol
11.0,N#Cc1ccc(C23CC4(C2)[C@H](CN(CC2CCCCC2)[C@@H]4c2ccccc2)C3c2ccc(C(F)(F)F)cc2)cc1 (some centres undefined)
-2.7,CC(C)(C)OC(=O)N[C@@H]1C=CC(=O)C1
3.6,CCN(CC)C(=O)CC[C@@H]1CC[C@]2(CCCN(C(=O)c3ccccc3)C2)O1
13.9,O=C1C[C@@H](O)[C@H](O)c2cccc(O)c21
-2.7,CCCCOCCCNC(=O)C[C@H]1C[C@@]2(C(=O)OC)C(=C[C@H](C(C)C)O[C@@H]2C2CC2)N(Cc2ccc(Cl)cc2Cl)C1=O
31.9,O=C(COc1c(Cl)cc(Cl)cc1Cl)N/N=C/c1ccc[nH]1
-15.5,COc1ccc(CN2C(C(=O)NCC(C)C)CSCCS2(=O)=O)cc1 (centres undefined)
24.9,O=Cc1nc(Nc2cc(F)cc(F)c2)nc(NC2CCCC2)n1
11.2,C=CCn1c(=O)n(CC=C)c(=O)n(CC=C)c1=O
4.8,CCN=C1NC(c2ccc(C(F)(F)F)cc2)C(C(=O)OC)=C(C)N1Cc1ccccc1C(F)(F)F (centres undefined)

(more compounds)
COUP-TFII inh,mol
11.6,COc1ccc(N2CCN(C(=O)COc3ccccc3)CC2)cc1
-18.9,Cc1nnc(C)n1N=Cc1ccc(Cl)c([N+](=O)[O-])c1
-8.3,COc1ccccc1N1C(=O)[C@@H]2[C@H](C1=O)[C@H](C(=O)c1ccc(OC(C)=O)cc1)N1N=CC=C[C@@H]21
-23.3,CCOC(=O)c1cccc(-c2cc(C(C)=O)c3n(c2=O)CCC3)c1
5.3,CC(C)C[C@@H]1COc2cccc(N3CCSCC3)c2S(=O)(=O)N1C
-51.1,COc1ccc(-c2nn3c(-c4n[nH]c5c4CCC5)nnc3s2)cc1
-21.8,C[C@H](O)[C@@H]1C(=O)N2CCc3c([nH]c4c(-c5ccccc5)cccc34)[C@@H]2C[C@@H]1N(C)C(=O)c1ccccc1F
10.3,Oc1ccc2ccccc2c1C=Nc1ccc(N2CCOCC2)cc1
13.2,CCCCOCC1CN(CCCC)S(=O)(=O)c2c(cccc2Sc2ccc(OC)c(OC)c2)O1 (centres undefined)
5.7,NC(=O)C[C@@H]1NC(=O)c2cc([N+](=O)[O-])cc(F)c2NCCCC[C@@H](C(N)=O)NC(=O)[C@H](CO)NC1=O

Three structures from above, arranged by length of the SMILES, smallest number first.
COUP-TFII inh,mol
11.2,C=CCn1c(=O)n(CC=C)c(=O)n(CC=C)c1=O
4.3,CN(C)c1ccc(/C=N\NC(=O)c2cccc(S(=O)(=O)N(C)C)c2)cc1
-2.0,COC(=O)[C@]12C[C@H](CC(=O)NCCCN3CCCC3=O)C(=O)N(Cc3ccccc3)C1=C[C@H](COCc1ccccc1)O[C@@H]2C

The list goes on:
COUP-TFII inh,mol
5.2,Cc1cccc(NC(=O)c2nc[nH]c2C(=O)N(C)CCO)c1
-21.0,Cc1nn(-c2ccccc2)c2sc(C(=O)N3CCN(Cc4ccccc4)CC3)cc12
-2.1,CCCCn1nnnc1C1c2ccccc2OCC(=O)N1Cc1ccc2c(c1)OCO2 (centres undefined)
20.8,COC(=O)C1=C(C)N(Cc2ccccc2C(F)(F)F)C(=NCc2ccc(C(F)(F)F)cc2)NC1c1ccc(Cl)cc1 (centres undefined)
-0.6,COC[C@@H]1CCCN1c1ccc2c(c1)O[C@H]1CCN(C1)S2(=O)=O

Not all compounds are listed. The share of hits here may be higher or lower than overall.
